KCNH2 3.1 block = KCNH2 3.1 (human) potassium channel inhibition. U2OS KCNH2 3.1, thallium flux FluxOr; stronger effect = lower value. activity change, % (tested at about 1.8 µM). 340,000 compounds, 0.95% hits. AID 720553;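 active = maximum activity change below -70%; inconclusive = maximum activity change from -70% to -50%; inactive = maximum activity change above -50%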;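 also: thallium influx rate constant from kinetic fluorescence after stimulation buffer; % is scaled to controls: 0 for no effect and ±100 for the full control effect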
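Thallium flux read-out: FluxOr dye with Red40 quencher in HBSS/HEPES, 45 min at RT. Rate constants from kinetic reads were normalized to positive and negative DMSO controls. Cells: U2OS virally expressing the 3.1 isoform.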
RORg inh = blocks mouse ROR gamma transcriptional activity; P51450; Drosophila S2 Gal4-RORgamma UAS-luciferase reporter, 20 h; Potency, µM (top dose mostly 53.6 µM), for inactives: top-dose activity change, negative = inhibition, most hits filed as inhibitors; 310,000 compounds, 5.4% hits; also: potency is read from the fitted curve at half-maximal effect; % is scaled to controls: 0 for no effect and ±100 for the full control effect; nearly all actives have a fitted effect of over 60% in size
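Luminescence from a UAS-regulated Photinus luciferase reporter in stably transfected Drosophila Schneider cells is measured; decreased signal marks ROR gamma inhibition. Fusion expression is induced by 700 uM copper sulfate for 20 hr.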
ELG1 repair inh = ELG1-dependent DNA repair inhibition. 330,000 compounds, 2.3% hits. AID 504467. HEK293T ELG1-luciferase reporter, luminescence, 16 h; DNA damage induced by 5-fluorouridine. Potency, µM (series often up to 46.1 µM), for the others: top-dose activity change, negative = inhibition, hits mostly inhibitors; also: potency is read from the fitted curve at half-maximal effect; % is scaled to controls: 0 for no effect and ±100 for the full control effect; nearly all actives have a fitted effect of over 55% in size
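Cells (2,000 per well) received 5-fluorouridine plus test compound or DMSO and were incubated 16 hr at 37 °C, 5% CO2. Luciferase activity was read by luminescence 30 min after ONE-Glo addition; signal suppression marked inhibition of damage-induced ELG1 function.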
Menin-MLL TR inh = displaces Texas Red mutant MLL peptide from human menin | O00255 | 270,000 compounds, 0.23% hits | Potency, µM (top dose mostly 61.6 µM), without a hit: at the highest dose FP activity change, negative = inhibition, actives largely listed as inhibitors | Menin + Texas Red MLL mutant peptide, fluorescence polarization | AID 1768; active = well fitted inhibition curve with a large enough effect in the polarisation, with a control signal flat, not every such curve was filed as active; inconclusive = small, poorly fitted or top-dose-only effect, or effect the other way, or a change in a side signal; inactive = no such curve, though single readings can be large or run the other way; the % refers to the polarisation; also: potency is read from the fitted curve at half-maximal effect; % of control where 0% means no effect; many of its hits are not listed in these tables
Rab9 promoter act = activates the Rab9 promoter; AID 485297; Huh7 Rab9 promoter-luciferase reporter, luminescence, 24 h; Potency, µM (highest dose often 9.22 µM), for the others: top-dose activation, negative = inhibition, actives largely listed as activators; 320,000 compounds, 2.8% hits; also: potency is read from the fitted curve at half-maximal effect; % of control where 0% means no effect; nearly all actives have a fitted effect of over 60% in size
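Luminescence from Amplite-detected luciferase (10 minutes, ambient) reports Rab9 promoter activation. Before that, stable Rab9-luciferase Huh7 cells (1500/well, reduced-serum OP-MEM I plus 10% FBS) were exposed to compound for 24 hours at 37C.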
Mito fusion yeast = mitochondrial division inhibition or fusion activation | S. cerevisiae fusion-defective mutant growth rescue, CellTiterGlo 48 h | Potency, µM (titrated, usually from 46.1 µM), without a hit: top-dose growth rescue (activation), most hits filed as activators | 320,000 compounds, 0.23% hits | AID 485298;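 also: potency is read from the fitted curve at half-maximal effect; % of control where 0% means no effect; nearly all actives have a fitted effect of over 45% in size; temperature-sensitive fusion mutants such as fzo1-1 at 37 °C on non-fermentable ethanol glycerol medium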
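Compounds are tested for their ability to restore growth of mitochondrial fusion-defective yeast strains at non-permissive 37C in YPEG medium over 48 hours. Viability is quantified by luciferase luminescence.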
FLuc modulator = inhibits or activates purified firefly luciferase, miR-21 counter-screen | P08659 | purified FLuc, Km substrates, luminescence inhibition | Potency, µM (series often up to 57.5 µM), for inactives: at the highest dose activity change, negative = inhibition, actives largely listed as inhibitors | 360,000 compounds, 6.9% hits | AID 588342;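 also: potency is read from the fitted curve at half-maximal effect; plate controls were vehicle for no effect and reference inhibitor for full effect; nearly all actives have a fitted effect of over 55% in size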
Target sequence (P08659 whole entry, looked up): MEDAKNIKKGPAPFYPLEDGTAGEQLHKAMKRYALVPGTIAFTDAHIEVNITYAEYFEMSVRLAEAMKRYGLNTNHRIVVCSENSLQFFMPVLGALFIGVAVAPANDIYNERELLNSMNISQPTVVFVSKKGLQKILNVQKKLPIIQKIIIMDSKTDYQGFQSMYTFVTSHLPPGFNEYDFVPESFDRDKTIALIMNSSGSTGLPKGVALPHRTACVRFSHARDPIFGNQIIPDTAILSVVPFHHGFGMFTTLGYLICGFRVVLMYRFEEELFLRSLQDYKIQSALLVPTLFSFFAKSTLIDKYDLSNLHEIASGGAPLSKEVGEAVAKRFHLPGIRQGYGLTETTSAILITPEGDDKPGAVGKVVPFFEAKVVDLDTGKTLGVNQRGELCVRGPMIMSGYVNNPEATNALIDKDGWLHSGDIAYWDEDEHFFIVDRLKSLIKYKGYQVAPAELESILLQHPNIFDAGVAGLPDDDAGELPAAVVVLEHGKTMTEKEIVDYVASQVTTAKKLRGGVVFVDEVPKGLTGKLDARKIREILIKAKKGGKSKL
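Purified P. pyralis luciferase (10nM final) with 10uM D-luciferin and 10uM ATP (Km levels) in 50mM Tris acetate pH 7.5, 10mM Mg acetate, 0.01% Tween-20, 0.05% BSA; qHTS 6-point titration, ~60 µM downward; luminescence read.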
NPC1 promoter act = NPC1 promoter activation; Huh7 NPC1 promoter luciferase reporter, 24 h; Potency, µM (series often up to 9.22 µM), for the others: top-dose activation, most hits filed as activators; 320,000 compounds, 2.4% hits;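 also: potency is read from the fitted curve at half-maximal effect; % of control where 0% means no effect; nearly all actives have a fitted effect of over 60% in size; reporter is driven by a mutant NPC1 promoter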
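Cells: Huh7 expressing luciferase under the NPC1 promoter, 1500/well. Seeded 2 h, compound added, incubated 24 h at 37 °C. Luciferase reagent, 10 min ambient, then luminescence.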
VP16 counter = Gal4-VP16 reporter inhibition counter-screen; Drosophila S2 Gal4-VP16 UAS-luciferase, luminescence, 20 h; Potency, µM (top dose mostly 53.6 µM), without a hit: at the highest dose activity, negative = inhibition, hits mostly inhibitors; 310,000 compounds, 3.5% hits; AID 2546;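 also: Gal4-VP16 expression switched on by copper sulfate through the metallothionein promoter; potency is read from the fitted curve at half-maximal effect; % is scaled to controls: 0 for no effect and ±100 for the full control effect; nearly all actives have a fitted effect of over 50% in size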
MBNL1 CUG block = MBNL1-poly(CUG) RNA binding inhibition; Q9NR56; TR-FRET MBNL1-His/biotin-(CUG)12 binding, 665/545 ratio; Potency, µM (highest dose often 57.5 µM), inactives show at the highest dose activity change, negative = inhibition, actives largely listed as inhibitors; 280,000 compounds, 0.036% hits; active = well fitted inhibition curve with a large enough effect in the signal ratio, with a control signal flat, not every such curve was filed as active; inconclusive = small, poorly fitted or top-dose-only effect, or effect the other way, or a change in a side signal; inactive = no such curve, though single readings can be large or run the other way; the % refers to the signal ratio; also: potency is read from the fitted curve at half-maximal effect; % is scaled to controls: 0 for no effect and ±100 for the full control effect
Target sequence (Q9NR56 whole entry, looked up): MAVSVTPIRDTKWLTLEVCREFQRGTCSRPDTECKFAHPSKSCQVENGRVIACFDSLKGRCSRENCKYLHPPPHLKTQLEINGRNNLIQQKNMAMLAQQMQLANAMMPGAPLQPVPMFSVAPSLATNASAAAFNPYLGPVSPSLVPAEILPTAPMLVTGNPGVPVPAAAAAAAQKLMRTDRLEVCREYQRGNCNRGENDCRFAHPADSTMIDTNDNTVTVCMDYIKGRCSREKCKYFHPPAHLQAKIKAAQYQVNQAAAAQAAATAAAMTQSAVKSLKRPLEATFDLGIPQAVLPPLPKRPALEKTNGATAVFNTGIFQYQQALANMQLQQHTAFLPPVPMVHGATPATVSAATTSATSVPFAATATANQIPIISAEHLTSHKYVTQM
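Ratiometric TR-FRET (665 over 545 nm, excitation 340 nm) tracks disruption of MBNL1-His/biotin-(CUG)12 complex after 60 min at room temperature, with compounds at 92 nM to 58 uM final.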
PKM2 act = increases activity of human pyruvate kinase M2; purified PKM2, Kinase-Glo ATP luminescence, activation; response scale: 0% is enzyme alone, no compound; Potency, µM (top dose mostly 57.5 µM), for the others: at the highest dose activation, hits mostly activators; 260,000 compounds, 0.34% hits; AID 1631; also: potency is read from the fitted curve at half-maximal effect; % is scaled to controls: 0 for no effect and ±100 for the full control effect; nearly all actives have a fitted effect of over 55% in size
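hPK-M2, >95% pure; 0.1 mM ADP / 0.5 mM PEP final; imidazole pH7.2 buffer w/ 7 mM MgCl2, 50 mM KCl; 1 h RT; Kinase-Glo lum. Intermediate enzyme activity for dual inhibitor/activator qHTS.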
Active calls of the source: *; u = inconclusive; x = no result given; & = joins results of further samples; [ ] = another dose, or the depositor's remark. Unless noted, calls follow the shape of the dose curve; as a rule, active = well fitted curve in the direction sought with a large enough effect; inconclusive = small, poorly fitted or top-dose-only effect, or another doubt; inactive = no such curve, though single readings can be large; an effect the other way counts as inactive or inconclusive.

canonical_smiles	KCNH2 3.1 block	RORg inh	ELG1 repair inh	Menin-MLL TR inh	Rab9 promoter act	Mito fusion yeast	FLuc modulator	NPC1 promoter act	VP16 counter	MBNL1 CUG block	PKM2 act
O=C(CSc1nnc(Cn2c(=O)sc3ccccc32)n1-c1ccccc1)N1CCOCC1	9.2	23.2%	u	-27.1%	10.6%	-0.3%	-10.7%	1.0%	-9.2%	-14.9%	2.2%
O=C1N=C2SCCN2/C1=C\c1c(Cl)cccc1Cl	-3.8	u	-19.3%	-26.8%	-1.8%	2.0%	1.4%	2.3%	-10.4%	6.4%	-0.5%
CCOC(=O)CSc1nnnn1-c1cc(OC)c(Cl)cc1OC	2.6	17.3%	0.0%	14.7%	-4.6%	7.1%	-2.6%	-0.6%	0.0%	-4.2%	-14.2%
COc1cc(C2C(C(=O)c3ccc(C)o3)=C(O)C(=O)N2Cc2cccnc2)ccc1O (stereo unspecified)	5.1	-5.1%&-24.1%	11.4%	6.5%&2.2%	14.8%&-4.0%	-5.4%&-18.4%	1.2%&0.5%	-1.1%&-3.7%	0.3%&-15.0%	26.6%&15.0%	-0.1%&9.8%
O=C(Nc1cccc(C(F)(F)F)c1)c1cc2c(=O)c3ccccc3oc2nc1C(F)(F)F	13.4	2.0%	-18.2%	u	-4.1%	0.3%	-2.0%	-1.7%	-0.6%	-1.3%	-0.7%
CC(=O)NCc1ccc(S(=O)(=O)N/N=C/c2ccc(Br)cc2)cc1	21.4	-5.0%[10 µM]	u	2.7%	-2.6%	2.7%	1.5%	-1.3%	2.6%	x	-6.3%
COC(=O)C(C(=O)OC)c1ncccc1[N+](=O)[O-]	1.4	7.3%	0.7%	x	1.7%	6.1%	-2.3%	0.0%	-1.1%	u	3.3%
CCC(=O)N1CCc2cc(S(=O)(=O)CCC(=O)O)ccc21	-4.8	-3.5%	-1.8%	-0.8%	0.5%	1.5%	-1.1%	1.2%	-7.8%	-15.3%	-1.2%
CC(C)(C)C(=O)CSc1nccc(=O)[nH]1	5.1	-14.4%	18.4%	21.4%	0.3%	5.8%	-3.4%	-2.4%	-0.5%	-4.7%	8.1%
Cn1cnc(S(=O)(=O)Nc2cc(-c3ccc(Cl)cc3)nn2C)c1	-24.0	3.9%	-11.5%	x	-2.1%	-1.0%	-0.4%	-8.1%	-1.0%	x	-3.8%
NNc1nnc2c3cc(F)ccc3n(Cc3ccccc3)c2n1	-20.5	-13.0%	9.2µM*	x	-1.2%	1.1%	-5.0%	-9.2%	-11.6%	u	-1.8%
CCOc1ccc(S(=O)(=O)Nc2ccc(C(=O)N/N=C/c3c(C)nn(-c4ccccc4)c3N3CCCC3)cc2)cc1	8.4	-11.1%	-26.2%	-4.0%	2.4%	-1.4%	-14.9%	0.1%	-2.6%	-1.1%	0.0%
COC(=O)c1ccc(NC(=O)C(=O)N2CCN(C(=S)Nc3ccc(C)cc3)CC2)cc1	-14.8	-25.2%	-16.7%	19.9%	-3.3%	0.6%	1.6%	-6.2%	2.7%	-10.6%	1.7%
Cc1nn(S(=O)(=O)c2ccccc2)c(C)c1S(=O)(=O)N1CCOCC1	-5.0	-29.5%	3.3%	x	1.4%	-1.4%	0.2%	0.9%	5.7%	6.3%	x
O=C(NCCC(=O)N1CCN(S(=O)(=O)c2ccccc2)CC1)c1ccc(Br)cc1	6.9	x	-4.4%	x	-0.4%	8.8%	1.2%	-0.1%	x	x	x
CC(C)Cc1nnc(NS(=O)(=O)c2ccc([N+](=O)[O-])cc2)s1	-4.8	22.9%	-11.0%	17.2%	4.4%	4.3%	-12.7%	2.7%	2.3%	u	-0.1%
O=C(CCc1ccccc1)n1nc(-c2ccccc2)nc1NCc1ccco1	-3.5	u	u	6.2%	16.2%	-2.8%	-1.2%	11.0%	6.7%	-6.4%	-4.4%
Cc1cc2c(OCC(O)CN3CCCC3)cccc2[nH]1 (stereo unspecified)	-10.2	1.5%	-0.6%	-9.7%	-7.2%	26.4%	-0.5%	2.4%	-9.5%	0.3%	1.0%
Cc1ccc2c(c1)C(=O)CCCCC(=O)N2	-14.2	9.6%	-8.0%	x	0.1%	4.7%	0.9%	-8.8%	-0.7%	-5.6%	-3.9%
CC1=CC(C)(C)N(S(=O)(=O)c2ccc(C)cc2)c2cc(C)ccc21	8.4	u	-0.8%	-4.3%	-21.1%	-6.9%	3.1%	-19.6%	u	-6.1%	-10.9%
C[C@H](CCC(=O)O)[C@H]1CC[C@H]2[C@@H]3CC[C@@H]4C[C@H](O)CC[C@]4(C)[C@H]3CC[C@]12C	6.2	-24.0%&15.0%	0.4%	4.3%	-3.8%	-8.9%	-1.2%	-5.8%	-2.7%&-13.2%	x	x
Cc1cccc(C2c3[nH]c4ccccc4c3CCN2C(=O)c2cc(C(C)C)nc(N)n2)n1 (stereo unspecified)	0.9	31.0%	-23.1%	-7.4%	-4.5%	1.7%	1.0%	0.4%	-5.8%	u	5.6%
CC1CCCCN1CCNC(=O)C1CCN(S(=O)(=O)N2CCCCC2)CC1 (stereo unspecified)	-35.3	-3.0%	11.4%	u	-6.4%	-0.8%	0.8%	-1.9%	-5.8%	-1.5%	-4.3%
O=S1(=O)CC2N=C(N(Cc3ccc(F)cc3Cl)c3ccccc3F)SC2C1 (stereo unspecified)	-10.9	u	-0.6%	14.8%	1.6%	0.2%	-0.8%	1.5%	-1.3%	-6.8%	-0.5%
CN(C)c1nnnn1-c1ccc(OC(F)(F)F)cc1	-37.4	-5.7%	-2.6%	-0.3%	0.3%	7.8%	1.0%	-11.0%	-4.6%	x	-1.7%
CCOc1ccc(OCC(=O)N2CCOCC2)cc1	3.6	16.8%	6.5%	1.3%	-3.8%	-1.6%	0.6%[2.3 µM]	1.7%	u	-8.9%	-6.2%
COc1ccc(NC(=O)CSc2nnc(C3CC3)n2C)cc1	-37.6	-1.7%	6.4%	2.2%	-3.2%	-1.3%	-0.7%	-4.2%	3.8%	4.1%	2.0%
CCCCC(c1nnnn1Cc1ccco1)N1CCN(C(=O)c2ccco2)CC1 (stereo unspecified)	-31.8	18.9%	u	u	1.1%	1.9%	1.2%	0.0%	5.4%	4.9%	6.6%
COc1ccc(Cc2nnc(NC(=O)c3c(-c4ccccc4)noc3C)s2)cc1	10.6	15.8µM*	-11.7%	-9.8%	4.2%	21.3%	0.3%	1.5%	u	2.9%	0.4%
Cc1ccc(/C=N/NC(=O)NC2CCCCC2)o1	2.9	-7.1%	u	u	19.6%	5.7%	-19.8%	7.5%	1.5%	6.9%	1.1%
Cc1ccnc(SCCn2c(N3CC(C)CC(C)C3)nc3c2c(=O)n(C)c(=O)n3C)n1 (stereo unspecified)	6.8	-18.0%	0.1%	-9.9%	-2.6%	7.0%	0.9%	-1.9%	-1.9%	-17.2%	-0.8%
CCS(=O)(=O)c1ccc2oc(Nc3ccc(OC)c(OC)c3)nc2c1	17.7	40.9%	8.7%	30.2%[activator]	4.7%	-0.5%	-18.1%	9.2%	-20.8%	2.3%	-2.9%
CNc1ccc(S(=O)(=O)NCC(=O)NCCCc2ccccc2)cc1[N+](=O)[O-]	6.8	-4.8%	-1.7%	x	1.2%	0.0%	-1.2%	-5.5%	0.4%	u	7.9%
N#C/C(=C\c1ccncc1)c1ccc(NC(N)=O)cc1	-1.2	-11.4%	u	-6.1%	-1.0%	-3.3%	-8.2%	5.3%	3.6%	u	x
CCC(CC)c1nc(NCCC(=O)O)c2ccccc2n1	4.7	-5.8%	-3.9%	8.8%	1.1%	3.1%	1.6%	-2.9%	-3.0%	-1.3%	-6.3%

Compound activity as filed in PubChem.

A portion of the library; the hit share may differ from the screen's.
